Screens: PubChem, Sanford-Burnham Center for Chemical Genomics
PfG6PD inh = PfG6PD enzyme inhibitors, primary screen, biochemical, fluorescence intensity, uHTS; PfGluPho enzyme, NADPH resazurin-diaphorase fluorescence; inhibition, % at 20 µM; 0.78% of 350,000 active;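 active = inhibition reaching at least a set limit at 20 µM in the primary screen, cut at about 59% in these data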;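 note: 0% = DMSO wells with substrate and 100% = DMSO wells lacking glucose-6-phosphate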
MPTP block = mitochondrial permeability transition pore inhibitors, primary screen, biochemical, isolated mouse mitochondria, absorbance | 1.4% of 360,000 active | inhibition, % at 10 µM | Ca2+ swelling absorbance, 30 min;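 active = inhibition of 50% or more, scaled per plate between neutral and stimulator controls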;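 note: 0% = DMSO wells given calcium and 100% = 1 mM EGTA wells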
NR3A LBD binder = binders of NR3A ligand-binding domain, primary screen, biophysical, differential scanning fluorimetry, uHTS. Glutamate receptor ionotropic, NMDA 3A (GRIN3A) ligand-binding domain. NR3A LBD differential scanning fluorimetry, Tm shift; 0% = protein alone, 100% = glycine-bound protein. Tm shift relative to glycine control, % at 25 µM. 2.5% of 340,000 active. AID 1259313, 2017;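 active = melting temperature shift of at least 10% of the positive control shift, at one fixed dose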
HKDC1 inhibitor = HKDC1 hexokinase inhibitors, primary screen, biochemical, fluorescence, uHTS | recombinant HKDC1, G6PDH/diaphorase resazurin coupled fluorescence | inhibition, % at 20 µM | 0.16% of 340,000 active;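 active = inhibition above about 35% when tested at 20 µM, limit read from the data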;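 note: plate controls were DMSO wells with enzyme for no effect and DMSO wells lacking enzyme for full effect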
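System: Recombinant HKDC1 hexokinase | Amount: HKDC1 at 5 µg/mL | Reagent: Glucose with 1 mM ATP | Doses: Single 20 µM dose | Incubation: Reaction time 90 min, room temperature, protected from light | Signal: Coupled resazurin fluorescence, excitation 525 nm, emission 613 nm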
SENP8 block = human SENP8 protease inhibitors, primary screen, biochemical, fluorescence, Nedd8 protein substrate, uHTS; 0.64% of 360,000 active; Sentrin-specific protease 8 (Homo sapiens), Q96LD8; inhibition, % at 20 µM; AID 602440, 2012; recombinant SENP8; in the data active = inhibition mostly above about 40%, no sharp cut-off; inactive = mostly below about 27%
Target sequence (Q96LD8 whole entry, looked up): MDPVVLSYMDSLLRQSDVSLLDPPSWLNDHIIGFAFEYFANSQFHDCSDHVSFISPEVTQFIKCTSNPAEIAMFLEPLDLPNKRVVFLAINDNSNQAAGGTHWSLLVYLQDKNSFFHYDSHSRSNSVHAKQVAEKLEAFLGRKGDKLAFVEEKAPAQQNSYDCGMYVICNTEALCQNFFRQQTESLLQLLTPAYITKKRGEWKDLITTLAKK
ATG4B inhibitor = ATG4B protease inhibitors, primary screen, biochemical, fluorescence, uHTS; Cysteine protease ATG4B (Homo sapiens), Q9Y4P1; ATG4B cleavage of LC3-PLA2, NBD-HPC fluorescence, 1 h; inhibition, % at 8.33 µM; 0.51% of 340,000 active; in the data active = inhibition above about 40%
Target sequence (Q9Y4P1 whole entry, looked up): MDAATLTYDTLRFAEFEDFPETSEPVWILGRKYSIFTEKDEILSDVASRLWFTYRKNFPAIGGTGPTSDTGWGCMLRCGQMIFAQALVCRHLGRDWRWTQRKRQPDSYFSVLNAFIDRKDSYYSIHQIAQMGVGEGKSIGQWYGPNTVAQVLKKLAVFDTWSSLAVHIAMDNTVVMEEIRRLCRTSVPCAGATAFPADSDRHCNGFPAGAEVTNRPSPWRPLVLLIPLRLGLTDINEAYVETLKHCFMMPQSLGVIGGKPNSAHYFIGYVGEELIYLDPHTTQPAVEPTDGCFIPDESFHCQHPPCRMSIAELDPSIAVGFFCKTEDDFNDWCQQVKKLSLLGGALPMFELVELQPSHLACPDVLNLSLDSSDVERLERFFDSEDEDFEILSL
SENP7 block = SENP7 protease inhibitors, primary screen, biochemical, luminescence, uHTS | AID 434973, 2010 | 1.5% of 330,000 active | inhibition, % at 5 µM | recombinant SENP7, Z-RLRGG-aminoluciferin luminescence, 40 min;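 active = inhibition above about 50% at the single test dose, limit read from the data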;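 note: plate controls were DMSO with enzyme for no effect and no enzyme buffer wells for full effect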
SENP6 inh = SENP6 protease inhibitors, primary screen, biochemical, luminescence, uHTS. Recombinant SENP6 catalytic domain, aminoluciferin luminescence. AID 2599, 2010. inhibition, % at 10 µM. 1.8% of 330,000 active. Sentrin-specific protease 6 (Homo sapiens), Q9GZR1;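 active = inhibition above about 50% at the single tested dose, limit read from the data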;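 note: plate controls were DMSO wells with enzyme for no effect and DMSO wells lacking enzyme for full effect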
Target sequence (Q9GZR1 628-1112 limits assumed): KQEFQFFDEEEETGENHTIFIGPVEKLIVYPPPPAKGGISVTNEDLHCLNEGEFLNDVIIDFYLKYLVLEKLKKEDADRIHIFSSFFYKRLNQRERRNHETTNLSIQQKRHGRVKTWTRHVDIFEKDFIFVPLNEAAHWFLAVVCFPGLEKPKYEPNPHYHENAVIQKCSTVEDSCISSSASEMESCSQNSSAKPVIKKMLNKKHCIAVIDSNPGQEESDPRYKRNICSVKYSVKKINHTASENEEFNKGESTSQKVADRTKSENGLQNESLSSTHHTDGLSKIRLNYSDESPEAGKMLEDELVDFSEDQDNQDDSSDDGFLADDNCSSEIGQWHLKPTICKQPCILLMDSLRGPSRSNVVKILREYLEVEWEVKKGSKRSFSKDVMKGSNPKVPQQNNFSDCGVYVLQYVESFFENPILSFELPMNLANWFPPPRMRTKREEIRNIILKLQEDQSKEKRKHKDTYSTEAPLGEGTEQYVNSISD
The depositor's hits bear a star; i = inactive; . = no result given; & = joins results of further samples.

SMILES | PfG6PD inh | MPTP block | NR3A LBD binder | HKDC1 inhibitor | SENP8 block | ATG4B inhibitor | SENP7 block | SENP6 inh
CC(=O)c1c(C)n(CCc2ccc(Cl)cc2)c2ccc(O)cc12 | -8 | -0.1 | 0 | -3 | -2 | -4 | 5 | 1
CN1CCN(C(=O)c2ccc3c(c2)N(Cc2cccc(Cl)c2)C(=O)c2ccccc2S3(=O)=O)CC1 | -22 | 0.6 | 1 | 6 | 15 | -3 | 2 | -4
COc1ccc(Cn2c(CCC(=O)NCCC(C)C)nc3ncccc3c2=O)cc1 | 10 | 0.2 | 1 | -4 | -1 | 5 | -5 | -1
CCC(C)Sc1ccc(-c2nc3ccccn3c2NCc2ccccc2)cc1OC (configuration not stated) | 4 | 2.1 | -8 | 7 | i | 20 | 8 | 44
CCc1ccc2c(c1)C(=O)C[C@]1(CCC[C@H](C)C1)O2 | 5 | 0.7 | -2 | -2 | -76 | -1 | -11 | -26
Cc1ccccc1-n1cc(CNCc2c(C(=O)N(C)C)nc3ccc(Cl)cn23)cn1 | 14 | 2.5 | -1 | -9 | 0 | -2 | -6 | -5
Cc1onc(-c2c(F)cccc2Cl)c1C(=O)OCC(=O)NC(c1ccccc1)c1ccccc1 | 7 | 0.9 | 0 | 3 | 8 | -1 | 10 | 13
c1ccc(C2=Nc3ccccc3OC2)cc1 | 7 | -0.9 | -19 | 2 | -108 | -6 | -10 | -21
CC(=O)NC1CC2CCCC(C1)N2CC(=O)N1CCCc2ccccc21 (configuration not stated) | -4 | -0.8 | 0 | -1 | 16 | -14 | 9 | 1
Cc1cccc(CCN2CCN=C2Nc2ccccc2)c1 | 3 | -0.9 | -1 | -6 | -314 | -1 | 15 | -21

Next part, starting with the last three of the part before.
SMILES | PfG6PD inh | MPTP block | NR3A LBD binder | HKDC1 inhibitor | SENP8 block | ATG4B inhibitor | SENP7 block | SENP6 inh
c1ccc(C2=Nc3ccccc3OC2)cc1 | 7 | -0.9 | -19 | 2 | -108 | -6 | -10 | -21
CC(=O)NC1CC2CCCC(C1)N2CC(=O)N1CCCc2ccccc21 (configuration not stated) | -4 | -0.8 | 0 | -1 | 16 | -14 | 9 | 1
Cc1cccc(CCN2CCN=C2Nc2ccccc2)c1 | 3 | -0.9 | -1 | -6 | -314 | -1 | 15 | -21
O=C(O)c1cc(-c2cccs2)nn1-c1cccc(Cl)c1 | -5 | 0.7 | -2 | -2 | -8 | -11 | 2 | 1
O=C(NC(Nc1ccc(F)cc1)(C(F)(F)F)C(F)(F)F)c1cccnc1 | 11 | 0.3 | -3 | -8 | 14 | 9 | 8 | 5
CC(=O)N1CCN(C(=O)CSc2nnc(C)n2-c2ccccc2)CC1 | 4 | -0.6 | -1 | -8 | 12 | -4 | -2 | -28
CN(C)S(=O)(=O)c1ccc2c(c1)nc(CCC(=O)Nc1ccc(N3CCOCC3)cc1)n2C | -6 | -0.7 | 1 | -5 | 26 | -5 | 0 | 9
CCNc1nc(NCC)nc(N(C#N)C(C)C)n1 | 3 | -1.3 | 1 | -2 | 4 | -2 | 3 | 3
Cc1nn(CCCC(=O)Nc2cnn(Cc3ccc(F)cc3)c2)c(C)c1[N+](=O)[O-] | 0 | 1.3 | -1 | -3 | 25 | -7 | -6 | -6
Clc1cccc(/C(Cc2nc3ccccc3[nH]2)=N\Nc2ccccc2)c1 | -9 | 97* | 13* | -6 | -122 | 13 | -2 | 1
Cc1ccc(S(=O)(=O)Nc2nc3ccc(S(C)(=O)=O)cc3s2)cc1 | -7 | -1.9 | -6 | -4 | 6 | -6 | 1 | -12
N#Cc1c(Oc2ccc3ccccc3c2)sc(C(=O)c2ccccc2)c1N | 3 | 1.6 | 7 | 2 | -2 | -12 | -8 | 22
O=C(CN1C2=NCCCN2c2ccccc21)c1ccc([N+](=O)[O-])cc1 | -1 | 0.0 | 4 | 0 | 24 | -12 | 11 | 28
Cc1ccc(NC(=O)COC(=O)c2ccc3c(c2)OCO3)c(C)c1 | -17 | 4.4 | 0 | -4 | 1 | -1 | -1 | -8
CCOC(=O)C1=C(C)C(c2ccc(OC)cc2)NC(=O)N1 (configuration not stated) | 16 | 0.1 | 1 | -9 | 6 | 7 | -6 | -41
CCc1ccccc1NC(=S)N(CCCN1CCOCC1)Cc1cccs1 | 2 | 0.0 | 1 | -1 | 7 | -11 | -2 | 4
COc1ccc(C(=O)CN2C(=O)NC3(CCCCCC3)C2=O)c(OC)c1 | 1 | -1.6 | 2 | -2 | 8 | -8 | -10 | -3
COc1cc(-c2nnc(COC(=O)c3cc(C)no3)o2)cc(OC)c1OC | 0 | -2.7 | -5 | -7 | -51 | -4 | 3 | 10
O=C(Nc1ccccc1C(=O)N1CCCC1)c1ncoc1-c1cccc(Cl)c1 | 8 | -2.5 | -2 | -4 | 5 | -9 | 5 | -23
CCOc1ccccc1NC(=O)NNC(=O)c1ccc2ccccc2c1 | 17 | -1.6 | 0 | 1 | 5 | -15 | 4 | -19
Nc1nc(Nc2cccc(F)c2)nc2ccccc12 | 14 | 0.7 | 26* | 2 | -319 | 7 | 90* | 96*
CC(=O)Nc1cccc(NC(=O)CSc2nc(=O)n(CCN3CCOCC3)c3c2CCCC3)c1 | -6 | -2.2 | 0 | -1 | 7 | -8 | 6 | 9
Cc1ccc(S(=O)(=O)N2CCCCC2C(=O)Nc2ccc(N(C)C)cc2)cc1 (configuration not stated) | 49 | -1.4 | -3 | 3 | 7 | -6 | -3 | 2
COCC(=O)Nc1ccc([N+](=O)[O-])cc1OC | 9 | -0.2 | 0 | -7 | 15 | -9 | 0 | -2
CC1CCN(c2[nH]c(=S)c(C#N)c3c2CCCC3)CC1 | 43 | -1.9 | 1 | 6 | -2 | 4 | -5 | -24
O=c1cc(-c2ccccc2)c2c([nH]1)CCCC2 | -24 | -0.9 | 0 | -5 | -25 | 8 | . | .
Cc1onc(-c2c(Cl)cccc2Cl)c1C(=O)N1C=CC(C(F)(F)F)=NCC1 | 3 | 0.0 | -2 | 4 | 15 | -4 | -8 | -20
CCOc1ccccc1C1N(c2ccc(F)cc2)C(=O)C2CCCN21 (configuration not stated) | 0 | 1.2 | 0 | 0 | 14 | -4 | -2 | -6
CC(C)CCNC(=O)c1ccccc1SCC(=O)NC1CCCCCCC1 | -2 | -1.3 | 1 | -4 | -2 | 0 | 11 | 8
O=C(Nc1ncc(Cc2ccccc2)s1)C1=NCCN1 | 5 | -1.1 | -2 | -7 | 15 | 6 | -8 | -21
Cc1cc(OCC(=O)NC2CC2)c2c(C)cc(=O)oc2c1 | 4 | -0.1 | 2 | -3 | -329 | 1 | 3 | -12
O=c1cc(O)c2sc3nc(-c4ccccc4)cc(C(F)(F)F)c3c2[nH]1 | -24 | 3.2 | -2 | 0 | -387 | -3 | -4 | -9
CCOC(=O)C1(Cc2cccc(F)c2)CCN(Cc2c(C)nn(CC)c2C)CC1 | -3 | 8.2 | -1 | -11 | 16 | -12 | 7 | -6
COCCOC(=O)C1=C(C)NC2=C(C(=O)CCC2)C1c1cc2c(cc1Br)OCO2 (configuration not stated) | 0 | 0.3 | 3 | 2 | -334 | -2 | -5 | 15
COc1cccc(NC(=O)Nc2cc(NC(=O)Nc3cccc(OC)c3)c(C)nc2C)c1 | 1 | 0.9 | 3 | -5 | 7 | -20 | 2 | -6
C=CCOc1ccccc1CNCc1cccnc1 | 13 | 0.7 | -1 | -1 | 2 | -10 | -1 | -20
O=C(Nc1ccc(Cl)c(Cl)c1)c1ccc(Cn2c(=O)[nH]c3ccsc3c2=O)cc1 | -9 | 1.4 | 7 | -4 | 18 | -7 | 16 | -13
Brc1ccc(NC(c2ccccc2)c2ccncc2)cc1 (configuration not stated) | 19 | 0.1 | 3 | 4 | 16 | -8 | -4 | -2
CC1=C(C(=O)OCCOC(C)C)C(c2cc3c(cc2Br)OCO3)CC(=O)N1 (configuration not stated) | -5 | -0.4 | 2 | 5 | 25 | -16 | -12 | -13
O=C(CNC1CCCCC1)Nc1ccc([N+](=O)[O-])cc1C(=O)Nc1ccccc1F | 15 | 3.6 | -3 | 1 | 32 | -12 | 12 | -14
CCOC(=O)C1=C(C)NC(=O)NC1c1ccc(OC(=O)c2ccco2)cc1 (configuration not stated) | -17 | -6.5 | -2 | -7 | 28 | 5 | -3 | -36
Cc1ccc(C)c(S(=O)(=O)N2CCN(C(=O)c3cc(S(=O)(=O)NCc4ccccc4)ccc3C)CC2)c1 | 9 | 0.7 | -1 | -2 | 8 | -2 | -8 | -18
Cc1ccccc1Cn1ccc(NC(=O)c2nn3cccnc3c2Cl)n1 | 5 | 0.3 | -2 | 1 | -49 | 8 | -7 | -43
CC1=C(C(=O)Nc2cccc(C)n2)C(c2ccc3c(c2)OCO3)C2=C(CC(c3ccco3)CC2=O)N1 (configuration not stated) | 35 | -0.9 | -1 | 0 | -447 | 2 | . | .
COc1ccc(-n2cc(-c3ccc(OC(F)F)cc3)[n+]3c2CCCCC3)cc1 | 8 | 2.5 | 1 | -5 | 9 | 4 | 3 | 4
COC(=O)C1=C(C)NC2=C(C(=O)C(C(=O)OC)C(c3ccc(OC)cc3)C2)C1c1ccccn1 (configuration not stated) | 10 | 1.5 | 0 | -5 | i | -11 | 1 | -14
CCN(Cc1ccccc1)S(=O)(=O)c1ccc(S(=O)(=O)N(Cc2ccccn2)Cc2ccco2)cc1 | -3 | -2.8 | 0 | 12 | 0 | 12 | 1 | 8
CC1=NN(C(=O)CSCc2ccccc2)C(O)(c2ccc(Cl)cc2)C1 (configuration not stated) | 5 | 0.2 | 0 | -4 | 20 | -11 | 9 | -7
CCNc1nc(N)c(C(=O)C23CC4CC(CC(C4)C2)C3)s1 | -7 | -0.4 | -1 | 4 | 8 | 12 | 2 | -12
CCN(CC)S(=O)(=O)c1ccc(=O)[nH]c1 | -1 | 0.2 | -1 | -7 | 5 | -8 | 4 | 13
Cc1cccc(N2CCN(C(=O)c3cccc(N4CCCC4=O)c3)C(C)C2)c1 (configuration not stated) | -10 | 1.2 | -1 | 0 | 10 | -1 | -1 | 11
Cc1ccc2c(n1)sc1c(-c3ccccc3)c(C#N)c(N)nc12 | 6 | 2.1 | -8 | -3 | i | -9 | 4 | 0
COc1ccc(C2=NOC(C(=O)NCc3ccccc3)C2)cc1 (configuration not stated) | -9 | 0.2 | 0 | 1 | 6 | 1 | 11 | 0
Next compounds
SMILES | PfG6PD inh | MPTP block | NR3A LBD binder | HKDC1 inhibitor | SENP8 block | ATG4B inhibitor | SENP7 block | SENP6 inh
O=C(CN1C(=O)NC2(CCCc3ccccc32)C1=O)c1ccccc1F (configuration not stated) | -3 | 0.8 | -1 | 1 | 11 | 2 | 10 | 5
O=C(NCc1ccccc1)C(=O)NCC1OCCCN1S(=O)(=O)c1cccs1 (configuration not stated) | 4 | -1.5 | -2 | -7 | -10 | 7 | 5 | 19
O=C1C(Cc2ccccc2)Nc2ncnc(N3CCOCC3)c2N1Cc1ccc(Br)cc1 (configuration not stated) | 21 | -1.4&0.1 | 1 | -1 | -14&-4 | -11 | -13 | -6
COc1ccc(C(C(=O)NC2CCCC2)N(C(=O)c2ccco2)c2cc3c(cc2C(C)=O)OCO3)cc1OC (configuration not stated) | 5 | -2.0 | 0 | -5 | 10 | 6 | -8 | -28
COC(=O)CSc1cc(C(=O)c2nccn2C)c2ccccc2n1 | -12 | -1.5 | -1 | 0 | 12 | -6 | 14 | 5
CCCCCC(=O)Nc1ccc(-c2nnc3n2CCCCC3)cc1 | 1 | -1.7 | 0 | -7 | 2 | -2 | 0 | -6
COc1ccc(CNC(=S)Nc2cccc(C)c2C)cc1 | -4 | -1.7 | -2 | 1 | 16 | 14 | 7 | -10
CCCc1cc(=O)n2[nH]c(C)nc2n1 | -8 | -1.2 | -2 | 0 | 28 | 6 | -10 | -3
